Screening results: PubChem, National Center for Advancing Translational Sciences (NCATS)
S3 lipid droplet: qHTS Assay for Lipid Storage Modulators in Drosophila S3 Cells | 320,000 tested, 0.64% active | lipid storage change, negative = inhibition, % at the top dose, mostly 46.1 µM; hits show Potency in µM | Drosophila S3 cells, BODIPY lipid droplet fluorescence, 18-24 h; cells fed with added oleic acid | AID 2685, 2010; active means well fitted inhibition curve with a large enough effect in the signal ratio, with a control signal flat, not every such curve was filed as active; inconclusive means small, poorly fitted or top-dose-only effect, or effect the other way, or a change in a side signal; the % refers to the signal ratio
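Drosophila S3 cells loaded with oleic acid (400 uM, as added) and compounds at several concentrations; lipid droplets imaged by 488-nm laser-scanning cytometry, 500–530 nm intensity and object ratio to cell channel. Percent activity normalized to 20 uM Triacsin C.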
S3 lipid droplet cell count max: also measured in S3 lipid droplet; calls as there; cell number change, %; measured here: cell count max response;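 cells counted by Cell Tracker Red CMTPX staining in the red channel; peak over a dose series mostly up to 46.1 µM; percent activity relative to internal control wells on each plate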
Active calls of the source: *; i = inactive; ? = inconclusive; nt = no result given. On the % scale 0 is the no-effect control and ±100 the full control effect; potency means the concentration at half of the fitted maximal effect.

SMILES | S3 lipid droplet | S3 lipid droplet cell count max
CCN(C(=O)COC(=O)c1cccc(S(=O)(=O)N(CC)CC)c1)C1CCS(=O)(=O)C1 (stereo not given) | -8% | -4
COc1ccc(S(=O)(=O)Nc2cccc(F)c2)cc1C | 6% | -18
CN1CCN(c2cc(-c3cc(O)c4ncccc4c3)ccn2)CC1 | ? | -26
CC(=O)Nc1ccc(S(=O)(=O)N2CCC(C(=O)Nc3nccs3)CC2)cc1 | ? | nt
CC(C)COc1ccc(/C(=N/O)c2ccccc2)cc1 | i | 2
O=C(COC(=O)c1cc(-c2ccccn2)nc2ccccc12)Nc1ncc(C(F)(F)F)cc1Cl | 0% | 14
Cc1cc(Nc2ccccc2)nc(N2CCOCC2)n1 | i | nt
O=[N+]([O-])c1cccc(/C=C/c2ccncc2)c1 | ? | nt
CCOP(=O)(OCC)C(NC(=O)/C=C/c1ccc(OC)cc1)c1ccccc1 (stereo not given) | -3% | -13
COc1ccc(Cl)cc1C(=O)NCC(=O)OCc1ccccc1 | 22% | nt
CC(=O)COc1ccc2oc(=O)cc(-c3cc4ccccc4o3)c2c1 | ? | nt
Cc1ccc(N2CC(C(=O)OCC(=O)Nc3ccc(Cl)cc3)CC2=O)cc1 (stereo not given) | ? | nt
Cc1cc(NC(=O)CN2CCCCC2)no1 | ? | nt
CCOC(=O)c1cc(NC(=O)NCc2ccco2)c(C)nc1C | ? | nt
Cc1[nH]c2ccccc2c1C(=O)COc1ccccc1F | -1% | -14
O=C(NC1CC2CCC1C2)c1ccc(CN2CCOCC2)cc1 (stereo not given) | i | nt
Cc1ccc(S(=O)(=O)N(C)c2ccc3c(ncn3C)c2[N+](=O)[O-])cc1 | i | -21
CCOc1ccc(Nc2n[nH]c(=S)s2)cc1 | -2% | -2
COc1cc2c(cc1N/C=C(\C#N)c1nc(-c3ccc(F)cc3)cs1)oc1ccccc12 | -1% | -10
Cc1cccc(OCC(=O)Nc2ccc3c(c2)OCO3)c1C | ? | nt
CN(Cc1cccs1)C(=O)CNC(=O)c1ccco1 | i | -11
COc1cccc(C(c2nnnn2CCc2ccccc2)N2CCN(c3ccccc3)CC2)c1OC (stereo not given) | 4% | 0
C=C(C)CNC(=S)NNC(=O)c1ccco1 | 18% | 6
NC(=O)COC(=O)c1cc(Cl)cc(Cl)c1N | ? | nt
CC(Sc1nnc(C2CC2)n1C)C(=O)Nc1ccc2c(c1)CCC2 (stereo not given) | ? | nt
Later entries.
SMILES | S3 lipid droplet | S3 lipid droplet cell count max
CCCN(C(=O)CSc1ncnc2sccc12)c1c(N)n(Cc2ccccc2)c(=O)[nH]c1=O | ? | nt
Cc1c(NC(=O)CSc2nc(N)cc(N)n2)c(=O)n(-c2ccccc2)n1C | -4% | 12
Clc1ccc(Oc2nc3ccccc3n3cccc23)cc1 | ? | nt
Cc1ccc(S(=O)(=O)CNC(=S)c2cccc(C)c2)cc1 | i | -29
CCN(CC)CCCC(C)NC(=O)c1ccc(C(F)(F)F)cc1 (stereo not given) | ? | nt
Cc1cc(/C=N\NC(=O)COc2cccc3cccnc23)c(C)n1-c1ccccc1 | ? | nt
O=C(CSCc1c(Cl)cccc1Cl)NCc1ccccn1 | 3% | 15
Cc1ccc(-c2nnc(N3CCN(C(=O)CSc4ncn[nH]4)CC3)c3ccccc23)cc1 | i | nt
CCN1CCCC1CNCc1ccc(OCc2ccc(Cl)nc2)c(OC)c1 (stereo not given) | 10% | 16
COc1ccccc1C(=O)Nn1cnnc1 | 15% | 0
CSC1=C(C#N)C(c2ccccc2)C(C(C)=O)=C(C)N1 (stereo not given) | -9% | 12
O=C(CSc1ccc2ccccc2n1)c1ccccc1 | -9% | 0
CCN(C(=O)/C=C/c1cc(OC)c(OC)c(OC)c1)C1CCCCC1 | ? | nt
Cc1cccc(C)c1OCc1cc(C(=O)N(C)Cc2nc3ccccc3[nH]2)no1 | ? | nt
COc1ccc2c(c1)[nH]c1c(=O)n(CCN3CCOCC3)cnc12 | -6% | -12
N#C/C(=C(/O)c1ccco1)c1nc2ccccc2[nH]1 | i | nt
COc1ccc(/C=C(\C#N)C(=O)OCC(=O)NC(C)c2ccccc2)cc1 (stereo not given) | 11% | -1
Cc1ccc(/C=C/c2nc3ccccc3c(=O)[nH]2)cc1 | 13% | 22
O=C(/C=C/c1ccc(Cl)cc1)Nc1ccccc1N1CCOCC1 | ? | nt
COc1ccccc1NC(=O)CS(=O)(=O)c1cccc2nsnc12 | ? | nt
CC(c1nccs1)N(C)C(=O)CCc1nnc(CCc2ccccc2)o1 (stereo not given) | ? | nt
Cc1nnc(SCCN2CCOCC2)c2nn(-c3ccccc3F)c(C)c12 | 18% | 22
CCOc1ccccc1NC(=O)NC1CCN(CC(=O)Nc2ccc3c(c2)OCCO3)CC1 | ? | nt
Cc1cc(F)ccc1NS(=O)(=O)c1cccc2nsnc12 | i | -1
CN(CCC(=O)Nc1ccc2c(c1)OCO2)Cc1ccccc1 | ? | nt

Ordered by SMILES length (ascending): some entries from above
SMILES | S3 lipid droplet | S3 lipid droplet cell count max
COc1ccccc1C(=O)Nn1cnnc1 | 15% | 0
O=C(CSc1ccc2ccccc2n1)c1ccccc1 | -9% | 0
Clc1ccc(Oc2nc3ccccc3n3cccc23)cc1 | ? | nt
Cc1cc(F)ccc1NS(=O)(=O)c1cccc2nsnc12 | i | -1
CCN(CC)CCCC(C)NC(=O)c1ccc(C(F)(F)F)cc1 (stereo not given) | ? | nt
O=C(/C=C/c1ccc(Cl)cc1)Nc1ccccc1N1CCOCC1 | ? | nt
CCN1CCCC1CNCc1ccc(OCc2ccc(Cl)nc2)c(OC)c1 (stereo not given) | 10% | 16
CC(c1nccs1)N(C)C(=O)CCc1nnc(CCc2ccccc2)o1 (stereo not given) | ? | nt
COc1ccc2c(c1)[nH]c1c(=O)n(CCN3CCOCC3)cnc12 | -6% | -12
CCN(C(=O)/C=C/c1cc(OC)c(OC)c(OC)c1)C1CCCCC1 | ? | nt
COc1ccc(/C=C(\C#N)C(=O)OCC(=O)NC(C)c2ccccc2)cc1 (stereo not given) | 11% | -1
Cc1cccc(C)c1OCc1cc(C(=O)N(C)Cc2nc3ccccc3[nH]2)no1 | ? | nt
CCOc1ccccc1NC(=O)NC1CCN(CC(=O)Nc2ccc3c(c2)OCCO3)CC1 | ? | nt
Cc1ccc(-c2nnc(N3CCN(C(=O)CSc4ncn[nH]4)CC3)c3ccccc23)cc1 | i | nt
CCCN(C(=O)CSc1ncnc2sccc12)c1c(N)n(Cc2ccccc2)c(=O)[nH]c1=O | ? | nt

Other entries:
SMILES | S3 lipid droplet | S3 lipid droplet cell count max
CN(CC(=O)Nc1ccc(Cl)cc1)C(=O)Cc1c(F)cccc1Cl | ? | nt
CCCCOc1ccc(/C=C/C(=O)NCCc2nc3ccccc3[nH]2)cc1 | ? | nt
O=C(COc1ccc(Cl)cc1)NCCCNC(=O)c1cnccn1 | ? | nt
COCCCNC(=O)CSC1=Nc2ccccc2C2=NC(Cc3c[nH]c4ccccc34)C(=O)N12 (stereo not given) | 22% | -9
C[C@H](NC(=O)c1ccccc1Cl)C(=O)Nc1ccccc1F | 11% | nt
CCN1/C(=C2\C(=O)N(C)C(=S)N2c2ccccc2)C=Cc2ccccc21 | ? | nt
Cc1ccc(C2c3c(oc4ccccc4c3=O)C(=O)N2CCCN2CCOCC2)o1 (stereo not given) | ? | nt
Cc1ccc(C)c(CN2C(=O)C3CCCN3c3ccc(S(=O)(=O)N4CCOCC4)cc32)c1 (stereo not given) | ? | nt
O=C(c1cccnc1)N1CCC(Oc2ccc(C(=O)N3CCCCO3)cc2)CC1 | ? | nt
O=C(NCCC1CCCCN1S(=O)(=O)c1ccc(F)cc1)C(=O)NCCN1CCOCC1 (stereo not given) | 30% | -1
Cc1ccc(S(=O)(=O)N(CC(=O)N/N=C/c2ccco2)Cc2ccccc2)cc1 | i | nt
C[C@]1(CO)CCC[C@@]2(C)C1CC[C@@H](CO)[C@@H]2CCc1ccoc1 (stereo not given in full) | ? | nt
Cc1ccc(NC(=O)c2ccc(Br)o2)cc1S(=O)(=O)N(C)C | 14% | 7
COC(=O)c1sccc1NC(=O)Nc1ccc(OC)c(OC)c1 | ? | nt
CC1NC(=O)NC1CCCCCC(=O)Nc1ccc(F)c(Cl)c1 (stereo not given) | ? | nt
c1csc(-c2nnc(Cc3cccc4ccccc34)o2)c1 | -1% | -3
CC(=O)c1c(C)n([O-])c2ccccc2[n+]1=O | i | -1
CCCn1nc([N+](=O)[O-])c(C(C#N)c2nc3ccccc3o2)c(Cl)c1=O (stereo not given) | ? | nt
COc1ccc(Cn2c(CO)cnc2SCC(=O)Nc2cc(C)on2)cc1 | -9% | 0
O=[N+]([O-])c1ccc2c(c1)C(O)n1nc(-c3ccc(Cl)cc3Cl)nc1S2 (stereo not given) | i | nt
COc1ccccc1N1C(=O)c2ccccc2NC1c1cc(OC)c(OC)c(OC)c1 (stereo not given) | ? | nt
CCCn1c(N)c(C(=O)COC(=O)COc2ccc(Cl)c(C)c2)c(=O)n(C)c1=O | ? | nt
Cc1ccc(N(CC(O)COCc2ccco2)S(=O)(=O)c2ccc(C)cc2)cc1 (stereo not given) | ? | nt
CN(C)C(CNC(=O)c1ccc(-c2ccccc2)cc1)c1ccccc1 (stereo not given) | 21% | 6
COc1ccc(-c2cc(CS(=O)(=O)c3ccccc3)on2)cc1 | ? | nt
The listing continues:
SMILES | S3 lipid droplet | S3 lipid droplet cell count max
O=C(O)c1ccc(/C=N/N2CCN(Cc3cccc4ccccc34)CC2)cc1 | 8% | 12
O=C(COC(=O)Cn1cnc2ccccc21)NCCC1=CCCCC1 | -87% | -15
CC(C)CNC(=O)COc1ccc2c3c(c(=O)oc2c1)CCC3 | -15% | nt
CCNc1c(NS(=O)(=O)c2ccc(Br)s2)c(=O)oc2ccccc12 | -6% | -12
Cc1ccccc1OCc1nnc(SCC(=O)Nc2ccc3nc(SCC(=O)NC(C)(C)C)sc3c2)n1C | ? | nt
Cc1ccc(S(=O)(=O)Nc2cccc(-n3cnnn3)c2)cc1C | i | 6
CCN1CCCC1CNc1ncnc2c1[nH]c1ccc(F)cc12 (stereo not given) | i | -2
CCNC(=O)c1cc2c(=O)n3cccc(C)c3nc2n(Cc2ccc(C)cc2)c1=N | ? | nt
Cc1cc(C)n2nc(SC(C)C(=O)N3CCOCC3)nc2n1 (stereo not given) | -13% | 2
Cc1ccccc1-c1nn(-c2ccccc2)cc1C(=O)NCC(c1ccco1)N1CCCC1 (stereo not given) | i | -23
CC(C)c1ccc(NC(=S)NC2CCCCCC2)cc1 | ? | nt
Cc1ccc(C(=O)Nc2ccc(N3CCOCC3)cc2N2CCOCC2)cc1 | ? | nt
CCN(CC(=O)Nc1cc(Cl)ccc1C)C(=O)CCc1nc2ccccc2c(=O)[nH]1 | ? | nt
O=C(Nc1ccccc1N1CCOCC1)c1ccc2ccccc2c1 | ? | nt
COc1ccc(NC(=O)C2CCCN(c3c4c(nc5ncnn35)CCC4)C2)cc1 (stereo not given) | ? | nt
COc1cccc(-c2nn(-c3ccccc3)cc2CO)c1 | ? | nt
CCc1cc(=O)oc2cc(C)cc(OC(C)C(=O)NCc3ccccn3)c12 (stereo not given) | ? | nt
CCC1CCc2c(sc(NC(=O)c3cccnc3)c2C(N)=O)C1 (stereo not given) | -3% | 5
CC(=O)NCCC(=O)Nc1cc(S(=O)(=O)N2CCCCC2)ccc1Oc1ccccc1 | 7% | 13
COc1ccc(/C=C2/SC(=O)N(CC(O)Cn3c4ccccc4c4ccccc43)C2=O)cc1 (stereo not given) | 0% | -8
O=C(NCc1ccco1)c1ccc([N+](=O)[O-])cc1Cl | ? | nt
O=C(c1ccc(Br)s1)N1CCCC1 | i | 21
CCCc1cc(=O)[nH]c(SCC(=O)Nc2ccc(OCc3ccccc3)cc2)n1 | ? | nt
Cc1ccc(NS(=O)(=O)c2ccc(-c3ccc(=O)[nH]n3)o2)cc1Cl | i | 10
COc1cc(Cl)ccc1OCc1cc(C(=O)N(C)Cc2nnc(C)o2)no1 | ? | nt
(cont.)
SMILES | S3 lipid droplet | S3 lipid droplet cell count max
CC(=O)N1CCN2C(=O)C1CCCC(=O)c1cc(C3CCCCC3)ccc12 (stereo not given) | -4% | 1
COc1ccc(C(=O)C2CCCN(Cc3cc(Cl)ccc3O)C2)c(OC)c1 (stereo not given) | i | 16
O=C(C1CCC(=O)N(C2CC2)C1)N1CCC(Oc2cccc(F)c2)CC1 (stereo not given) | ? | nt
O=C(NCc1ccccc1)C(Cc1ccccc1)N1C(=O)C2C3CCC(C3)C2C1=O (stereo not given) | i | -15
COc1ccc(-c2nnc(SCC(=O)Nc3ccc(C)cc3)n2C)cc1 | 12% | 5
CN1CCN(CCc2nc3cc(NC(=O)COc4ccccc4)ccc3n2C)CC1 | ? | nt
COc1ccc(C)cc1NC(=O)CNC(c1ccccc1)c1ccc(C)cc1 (stereo not given) | ? | nt
O=[N+]([O-])c1cccnc1N1CCC(c2cc(-c3cccc(C(F)(F)F)c3)n[nH]2)CC1 | ? | nt
OCC1CCCCN1C(=S)Nc1ccc(Cl)cc1Cl (stereo not given) | -2% | -10
COc1ccc(-c2cc(C(=O)N3CCN(c4ncccn4)CC3)c3ccccc3n2)cc1OC | ? | nt
Cc1ccc(OCc2ccc(C(=O)NN)o2)cc1C | 9% | -8
COc1cccc(C(=O)Nc2ccc(C(=O)c3ccccc3)cc2)c1 | ? | nt
O=C(NCCCCNC(=O)c1ccc(Cl)s1)c1ccc(Cl)s1 | 5% | 20
COc1ccccc1NS(=O)(=O)c1cc(NC(=O)c2ccc3c(c2)OCCO3)ccc1C | ? | nt
COc1cc(C(=O)NCCC2=CCCCC2)ccc1OCc1c(C)noc1C | ? | nt

This is a subset, so the mix of outcomes need not match the whole.
